# GAA850 FXN act – FXN promoter activators, primary screen, cell-based, luciferase luminescence, HEK293 lucGAA850. HEK293 lucGAA850 FXN promoter luciferase reporter, 24 h; percent of 10 µM SAHA response. activation, % at 6 µM. hit rate 0.56% among 360,000;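 active means activation above the average of all compounds screened plus 3 SD, cutoff fixed separately per campaign, cut at about 7.5% in these data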;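 further: 0% = DMSO wells and 100% = 10 µM SAHA wells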
# ASAP1 inh – inhibitors of human ASAP1 ArfGAP activity, primary screen, biochemical, fluorescence polarization; hit rate 0.19% among 360,000; Arf-GAP with SH3 domain, ANK repeat and PH domain-containing protein 1 (Homo sapiens), …; ASAP1-stimulated ARF1 GTP hydrolysis, GDP FP detection; AID 624377, 2012; inhibition, % at 16.5 µM; in the data active means inhibition above about 25%;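 further: 0% = vehicle with enzyme and substrate and 100% = no enzyme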
# HGIII-sPLA2 inh – human group III sPLA2 inhibitors, primary screen, biochemical, QFRET, BODIPY PC-A2 liposome substrate; Group 3 secretory phospholipase A2 (Homo sapiens), Q9NZ20; QFRET BODIPY PC-A2 liposome hydrolysis, fluorescence; inhibition, % at 12.2 µM; hit rate 0.56% among 370,000; AID 743126, 2013;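 active means inhibition above mean plus 3 SD of compounds lying within the high and low control bounds, cut at about 19% in these data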;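 further: 0% = median of test compound wells and 100% = no enzyme DMSO wells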
# ARFGAP1 inhibitor – inhibitors of rat ARFGAP1 GAP activity, primary screen, biochemical, fluorescence polarization, GDP tracer; ADP-ribosylation factor GTPase-activating protein 1 (Rattus norvegicus), Q62848; hit rate 0.26% among 360,000; AID 651572, 2012; Arfgap1-stimulated ARF1 GTP hydrolysis, GDP FP detection; inhibition, % at 16.5 µM;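 active means inhibition above a per-plate limit, mean inhibition of low control wells plus 3 SD, cut at about 25% in these data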;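 further: 0% = DMSO wells with enzyme and 100% = wells lacking Arfgap1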
# Target sequence (Q62848 1-136 limits assumed): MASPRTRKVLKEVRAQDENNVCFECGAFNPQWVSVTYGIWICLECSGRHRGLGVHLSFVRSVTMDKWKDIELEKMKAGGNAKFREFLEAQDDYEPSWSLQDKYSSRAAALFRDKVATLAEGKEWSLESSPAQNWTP
#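 system = rat Arfgap1 catalytic domain, aa 1-136 | technique = FP, GDP Alexa 633 tracer displaced from anti-GDP antibody, 620/688 nm | compound = one concentration, 16.5 µM, DMSO 1.26% | medium = HEPES-based buffer, pH 7.5 | timing = compound-enzyme preincubation 20 min, reaction 120 min, detection 60 min, 25 °C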
# proKLK7 act – proKLK7 zymogen activators, primary screen, biochemical, fluorescence intensity. Kallikrein-7 (Homo sapiens), P49862. purified proKLK7, EDANS-DABCYL substrate fluorescence; 100% is mature enzyme control, 0% vehicle. activation, % at 7 µM. hit rate 0.9% among 370,000. AID 652039, 2013;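 active means activation above the mean of all tested compounds plus 3 SD, computed per campaign excluding outliers beyond control limits, cut at about 13% in these data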
# Target sequence (P49862 whole entry, looked up): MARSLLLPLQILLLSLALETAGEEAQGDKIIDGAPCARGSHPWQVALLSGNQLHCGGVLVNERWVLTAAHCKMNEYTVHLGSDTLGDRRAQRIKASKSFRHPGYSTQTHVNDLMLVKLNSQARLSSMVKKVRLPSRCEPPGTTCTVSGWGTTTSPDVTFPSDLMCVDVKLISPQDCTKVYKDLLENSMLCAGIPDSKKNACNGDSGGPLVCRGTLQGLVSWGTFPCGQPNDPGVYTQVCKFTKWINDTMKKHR
# DDE Tn6 FP inh – inhibitors of Tn6 peptide binding to fibrin DD(E), primary screen, biochemical, fluorescence polarization, human fibrin, Tn6 probe; Fibrinogen beta chain (Homo sapiens), P02675; Fibrin DD(E) TRITC-Tn6 fluorescence polarization displacement; inhibition, % at 8.3 µM; hit rate 0.21% among 370,000;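 active means inhibition above a per-campaign cutoff: mean of compounds within control limits plus 3 SD, cut at about 15% in these data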;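 further: 0% = median of all compound wells on the plate and 100% = blocking peptide control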
# ADAM10 inh – human ADAM10 inhibitors, primary screen, biochemical, QFRET, HTS; Disintegrin and metalloproteinase domain-containing protein 10 (Homo sapiens), O14672; recombinant ADAM10, EDANS/DABCYL FRET peptide cleavage, 3 h; inhibition, % at 7 µM; hit rate 0.62% among 370,000; AID 720582, 2013;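 active means inhibition above a per-campaign cutoff equal to the mean of compounds falling between control-based bounds plus 3 SD, cut at about 20% in these data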;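 further: 0% = DMSO wells while the 100% control is not disclosed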
# Target sequence (O14672 214-748 limits assumed): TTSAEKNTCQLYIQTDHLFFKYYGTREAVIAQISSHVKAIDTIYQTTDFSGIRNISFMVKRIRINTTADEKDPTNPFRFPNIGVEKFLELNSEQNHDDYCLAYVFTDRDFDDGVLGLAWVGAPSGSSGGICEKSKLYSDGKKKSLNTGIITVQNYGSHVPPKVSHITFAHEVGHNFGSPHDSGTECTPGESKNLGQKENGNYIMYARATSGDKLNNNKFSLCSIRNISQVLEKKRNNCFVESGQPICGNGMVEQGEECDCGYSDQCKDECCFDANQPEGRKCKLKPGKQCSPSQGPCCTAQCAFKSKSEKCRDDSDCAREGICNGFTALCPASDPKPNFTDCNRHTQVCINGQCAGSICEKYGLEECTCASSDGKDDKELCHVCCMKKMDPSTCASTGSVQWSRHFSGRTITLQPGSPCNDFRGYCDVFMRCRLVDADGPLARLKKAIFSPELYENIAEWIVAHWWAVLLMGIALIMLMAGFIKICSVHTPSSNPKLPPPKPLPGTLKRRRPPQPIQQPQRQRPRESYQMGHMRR
# rCAG RNA binder – binders of r(CAG) RNA repeats, primary screen, biochemical, fluorescence; r(CAG) RNA repeat, TO-PRO-1 dye displacement fluorescence; inhibition, % at 3 µM; AID 651821, 2012; hit rate 1.3% among 370,000;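 active means inhibition above the plate cutoff, the mean of all test compounds on that plate plus 3 SD, cut at about 35% in these data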;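 further: 0% = DMSO alone and 100% = 100 µM mitoxantrone as full dye displacement; higher means more dye released from RNA so lower well fluorescence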
# NPR1 activator – GC-A stimulated cGMP production enhancers – HEK293 GC-A cells, cGMP TR-FRET, EC30 ANP, primary screen | Atrial natriuretic peptide receptor 1 (Homo sapiens), P16066 | 0% at EC30 ANP, 100% saturating ANP | activation, % at 10 µM | hit rate 0.14% among 370,000 | AID 1671463, 2021; in the data active means activation above about 40%
# NPR2 activator – human GC-B receptor activators, primary screen, HEK293 GC-B cells, cGMP TR-FRET, EC30 CNP; Atrial natriuretic peptide receptor 2 (Homo sapiens), P20594; 0% at EC30 CNP, 100% saturating CNP; activation, % at 10 µM; hit rate 0.11% among 370,000;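 active means activation at 10 µM reaching about 35% in either raw or pattern-adjusted values, limit read from the data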
# Active calls of the source: *; i = inactive; · = not tested or not shown. Compounds were not picked by outcome. About 4.5% of those tested had a hit in this group.
# Second line of a record: HGIII-sPLA2 inh, ADAM10 inh, NPR2 activator, ASAP1 inh, DDE Tn6 FP inh, proKLK7 act, NPR1 activator, ARFGAP1 inhibitor, rCAG RNA binder, GAA850 FXN act
COc1ccc(C(=O)CCNc2cccc(Cl)c2)cc1
→ 8, -3, -4, 5, -2, 0.0, 4, 8, -4, 2.8
COC(=O)c1ccsc1NC(=O)CSc1nnnn1-c1ccccc1SC
→ -5, 5, 0, 17, 3, -0.1, 0, -4, 7, 0.7
CCOc1ccc(S(=O)(=O)NCCC(=O)NCc2ccc(OC)c(OC)c2)cc1
→ 0, -10, 0, -4, 0, 0.4, -3, 3, 2, -0.4
CC(Sc1ccc(Cl)cc1)C(=O)Nc1ccc(S(=O)(=O)N2CCOCC2)cc1 (stereo not drawn)
→ -34, 12, 4, 15, -12, -0.1, -8, -12, 5, -1.3
COc1cc(NC(=O)c2onc(C)c2Cl)c(OC)cc1Cl
→ 3, -2, -2, 1, 7, 0.7, 1, 3, 2, 0.0
CCOc1ccc(OCC)c(NC(=O)CN(C)S(=O)(=O)c2cccc3nsnc23)c1
→ 1, 9, -3, 0, 1, 0.1, 1, -6, -4, -1.2
Cc1ccc(N(C(=O)c2snc(C(N)=O)c2N)C(C(=O)NCC2CCCO2)c2c[nH]c3ccccc23)cc1 (stereo not drawn)
→ -20, -6, -19, 10, -7, -0.4, -27, 13, 9, 0.8
O=C(Nc1nc2c(Cl)ccc(Cl)c2s1)c1ccco1
→ -4, -5, -2, 10, 3, 0.5, 14, -19, 3, 1.1
Cc1ccc(C)c(N(C(=O)Cn2nnc3ccccc32)C(C(=O)NC(C)(C)C)c2ccsc2)c1 (stereo not drawn)
→ -5, -2, -12, -2, -5, 0.0, -27, 7, 0, -0.1
CC(C)N(C(=O)CSc1n[nH]c(=O)n1CCc1ccccc1)C(C)C
→ 0, -4, 3, 5, 1, -0.4, 4, 6, -7, 1.3
CCOC(=O)/C(C#N)=C/Nc1cc(OC)ccc1OC
→ 3, -6, 12, 2, -4, -0.9, 12, -6, -3, 1.0
CCCNC(=O)c1noc2c1CCc1ccccc1-2
→ 1, -10, -6, -6, 0, -0.2, 2, -9, 1, 3.7
O=C(Cc1ccc(Cl)cc1)NCCc1c[nH]c2ccccc12
→ -51, 3, -3, -6, 3, 0.5, 2, 6, 1, 1.8
CCCCn1c(N)c(N(CCOC)C(=O)c2cc(-c3ccco3)nc3ccccc23)c(=O)[nH]c1=O
→ 6, -89, 3, -6, -2, 1.7, -1, -6, 19, 2.2
COc1ccccc1OCC(=O)N1CCN(S(=O)(=O)c2ccc(Cl)cc2)CC1
→ 5, -5, 2, 4, 2, 0.2, -3, -13, -2, -0.3
O=C(c1cc(S(=O)(=O)N2CCOCC2)ccc1F)N1CCCc2ccccc21
→ 0, 3, -3, -6, 7, -0.3, 1, -1, -3, -0.9
COc1cccc(NS(=O)(=O)c2c(C)n(C)c(=O)n(C)c2=O)c1
→ 1, -4, -3, 7, 0, 0.0, -2, 6, 2, -0.1
NC(=O)c1ccsc1NC(=O)CN1C(=O)NC2(CCCC2)C1=O
→ 13, -19, -1, 2, -4, 0.2, -2, 10, 11, 1.7
O=C(Nc1ccc(O)c2c(=O)cc(-c3ccccc3Cl)oc12)c1ccc(Cl)c(Cl)c1
→ 7, 4, -2, 5, 3, 0.4, -1, -4, 4, 0.5
O=C(NCCC1=CCCCC1)c1ccc(Cl)c([N+](=O)[O-])c1
→ 5, -1, 11, 12, 1, 0.4, 11, 1, -4, 3.2
N#Cc1ccc(C(CC(=O)O)N2Cc3ccccc3C2=O)cc1 (stereo not drawn)
→ -2, 0, 0, 13, -3, 0.4, 1, -5, 0, -0.2
COc1ccc(C)cc1S(=O)(=O)N1CCc2ccccc2C1
→ 1, 19, -11, -10, 0, 0.8, -16, -2, -1, 0.5
CCCCn1c(NC(=S)Nc2ccccc2)nc2ccccc21
→ 13, 3, 1, 8, 0, -0.4, -1, 2, 4, -0.4
O=C(CNC(=O)c1ccc(Br)o1)NNC(=O)COc1ccccc1Cl
→ 6, -10, 5, -5, -5, -0.6, -1, 2, 1, 1.1
NNCCc1ccccc1
→ 7, 2, 5, -4, 1, -0.5, -1, -4, 2, 1.8
Cc1ccc(NC(=O)CN2CCCCC2)c2c1CC(C)(C)O2
→ 2, 6, 0, -4, 5, -1.7, 0, -21, -6, 3.5
CCOc1cnc(C(=O)NNC(=O)C(Br)C(C)C)o1 (stereo not drawn)
→ 1, -4, 4, -11, -3, 0.3, 7, 3, -2, 0.8
CCOc1cccc(C2C(C(=O)c3ccc(C)o3)=C(O)C(=O)N2c2nccs2)c1 (stereo not drawn)
→ -23, -26, -3, 10, -5, 1.7, 2, 5, -3, -1.1
C=CCSc1nnc(-c2cc3c(s2)-c2ccccc2CC3)o1
→ -1, i, -6, 3, 1, -115, -2, -2, 6, 8.7*
COc1ccc(OC)c(NC(=O)c2cccc(N3C(=O)C4C5C=CC(C6CC56)C4C3=O)c2)c1 (stereo not drawn)
→ -3, 4, 2, 4, 1, 0.4, 4, 9, -3, -1.0
CCN(C(=O)CSc1nnc(-c2cccs2)n1N)c1c(N)n(Cc2ccccc2)c(=O)[nH]c1=O
→ 3, -10, 10, 6, 0, -0.6, -1, 0, 0, 1.6
CCCCNC(=O)C1(C)CCCCCN1Cc1cccc2c(OC)cc(C(=O)OCC)cc12 (stereo not drawn)
→ -5, -11, -4, 5, 1, 0.7, -3, -11, 23, 2.0
CCCCC(C(=O)NCCC(C)C)N(CCCN1CCOCC1)C(=O)c1snc(C(N)=O)c1N (stereo not drawn)
→ -2, -82, -21, -5, 4, 3.0, -34, 7, -9, 2.5
COC(=O)c1[nH]c2ccccc2c1NC(=O)CN1CCN(c2cccc(OC)c2)C(C)C1 (stereo not drawn)
→ -13, -8, 4, 6, 1, 0.5, -3, -2, -4, 1.4
Cc1ccc(S(=O)(=O)C2(C(=O)N3CCN(c4cc(C)ccc4C)CC3)CC2)cc1
→ 1, 3, -4, 12, -2, -0.3, -8, 2, -8, 2.0
C=CCC[C@@H](Cc1ccc(F)cc1)C(=O)OC[C@H](Cc1c[nH]c2ccccc12)NC(=O)[C@@H](CC=C)CC(=O)N(CCO)Cc1ccccc1
→ -121, 42*, -5, 1, -5, 0.9, -5, 10, 4, -8.3
CC/C=C/C(=O)N1CC2(CC(c3cccc(NC(=O)CC)c3)=NO2)C[C@H]1C(N)=O (stereo partly drawn)
→ 13, -6, -9, 3, -7, -0.2, 1, 14, 8, -0.8
C=CCN1C(=O)[C@@H](CC(=O)NCc2cccc(C(F)(F)F)c2)[C@]2(C(=O)OCC)CCCCC/C=C/12
→ -4, 3, -10, ·, -4, 0.0, 3, ·, 0, ·
Cc1ccc(Sc2ncccc2NC(=O)c2ccccc2Cl)cc1
→ 5, 1, 3, -9, -5, -0.1, -1, 2, -4, -0.5
CC[C@@]1(C(=O)OC)N[C@H](CN(C)S(=O)(=O)c2ccc(C(F)(F)F)cc2)[C@@H]2C(=O)N(C)C(=O)[C@@H]21
→ 5, 0, 0, -1, 7, -0.2, 1, -5, 2, 0.1
COc1ccc(NC(=S)NCCN2CCC(C)CC2)cc1Cl
→ 13, -3, 3, -7, -1, -0.2, -4, 2, -1, -2.1
Cc1ccc([C@@H]2CC=C(C(=O)O)[C@H](c3cccc(Cl)c3)N2S(=O)(=O)c2ccc(C)cc2)cc1
→ -28, 11, -3, -6, 1, 0.1, -2, -3, 77*, 0.4
Cn1cncc1COC(=O)c1ccc(Cl)cc1
→ 7, 3, 1, 1, 6, -0.5, 2, -18, -4, 1.6
COCc1ccc(-c2c(-c3ccsc3)oc(=O)c3cc(OC)c(OC)cc23)cc1
→ -3, -3, -7, 8, 6, -0.2, -4, 10, 0, 2.5
CCOC(=O)c1sc2nc(C)[nH]c(=O)c2c1C
→ 5, 4, 1, 12, -2, -0.3, 3, 3, -1, 1.7
Cc1cccc(C(=O)OC(C)C(=O)N2CCN(Cc3ccccc3)CC2)c1 (stereo not drawn)
→ 3, 4, 0, -1, 7, 0.1, 1, -5, -6, 0.6
O=C(Nc1nnc(S(=O)(=O)N2CCOCC2)s1)c1ccc(Cl)cc1
→ -2, -2, -5, -6, 2, 0.3, 6, -7, 5, 1.7
Cc1cc(C(=O)NN=C2CCCCCC2)c(C)o1
→ 0, -2, 0, 6, -1, -0.4, -2, 1, -6, 2.6
CCn1c(SCC(=O)Nc2ccccc2Cl)nnc1C1CC1
→ -1, -4, 3, 6, 7, -0.7, 6, -5, 1, 0.6
CSCCC(NC(C)=O)C(=O)Oc1ccc2c3c(c(=O)oc2c1)CCCC3 (stereo not drawn)
→ -1, i, -1, -1, 0, 53*, -1, 13, 2, 2.2

# High-throughput results (PubChem)
